NTR1 ag – NTR1-driven beta-arrestin-GFP spot formation – imaging, U2OS cells, high content, primary screen (AID 493036); P30989; agonist mode; activation, % at 20 µM; actives 0.17% (n = 330,000);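 active means activation at or above 40% of the spot to cytoplasm intensity ratio, with at least 20 cells analyzed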;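 further: 0% = DMSO without peptide and 100% = 100 nM NTR1 peptide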
Target sequence (P30989 whole entry, looked up): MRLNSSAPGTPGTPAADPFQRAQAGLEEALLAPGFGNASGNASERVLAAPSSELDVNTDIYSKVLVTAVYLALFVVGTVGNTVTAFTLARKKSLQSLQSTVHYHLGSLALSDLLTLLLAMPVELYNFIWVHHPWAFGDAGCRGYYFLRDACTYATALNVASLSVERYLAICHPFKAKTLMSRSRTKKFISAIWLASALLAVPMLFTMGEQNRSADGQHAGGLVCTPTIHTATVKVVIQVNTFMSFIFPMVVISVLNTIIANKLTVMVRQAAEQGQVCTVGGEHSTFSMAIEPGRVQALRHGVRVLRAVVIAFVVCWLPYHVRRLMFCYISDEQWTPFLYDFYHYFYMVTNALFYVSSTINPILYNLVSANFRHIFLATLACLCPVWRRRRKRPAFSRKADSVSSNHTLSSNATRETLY
Myeloid diff MLP – promotes myeloid progenitor differentiation | ER-HoxA9 myeloid progenitors, lysozyme-GFP differentiation, flow cytometry | calls only at 10 µM | actives 1% (n = 360,000) | AID 624256;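 active means normalized GFP-positive differentiation at or above the plate's own cutoff, the solvent-only control mean plus 3 SD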;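 further: cells exposed to compound for four days before flow analysis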
T cell HTS – modulates CD8 T cell binding to vesicles; actives 0.068% (n = 330,000); 2C CD8+ T cell-vesicle binding, flow cytometry; stronger effect = lower value; calls only at 7 µM;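 active means response, share of CD8 T cells binding vesicles, and their 90th percentile fluorescence all below set limits, cut at about 80% in these data, passing the limit was not always enough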
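Read-out – percent CD8+ FL2 mean versus row control · System – murine 2C transgenic CD8+ T lymphocytes · Times – 1.5 h cell–vesicle binding at 37 °C, then 20 min icy labelling · Control set – naked vesicles low, QL9 vesicles with vehicle high · Detection – cytometric PE anti-B7-1 and Alexa647 anti-CD8 signals after 1% paraformaldehyde fixation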
T cell HTS vesicle-bound % – recorded beside T cell HTS, whose call it bears; double positive events, %; measured here: CD8+ vesicle-bound cell fraction;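 binding gate set so that unloaded-vesicle control wells show 10% double positive cells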
NTR1 ag cell count 20 µM – recorded beside NTR1 ag, whose call it bears; cell count; measured here: cell count, cytotoxicity flag
Myeloid diff MLP GFP+ MAC1+ % – also measured in Myeloid diff MLP; calls as there; GFP+ MAC1+ double positive, %; measured here: differentiation confirmed by MAC1 staining
* marks the source's active call; other numbers are inactive results; i = inactive; + = active, no number.

SMILES	NTR1 ag	NTR1 ag cell count 20 µM	Myeloid diff MLP	Myeloid diff MLP GFP+ MAC1+ %	T cell HTS	T cell HTS vesicle-bound %
Cc1ccc(NC(=O)CN(C)C(=O)c2ccc(NC(=O)CC3SC(N4CCCC4)=NC3=O)cc2)cc1 (stereo not drawn)	-0.6	63	i	1.0	i	57
O=C(CNC(=O)Cc1ccccc1)NCc1cccs1	-1.0	61	i	0.3	i	41
CC(Sc1cccc[n+]1[O-])C(=O)Nc1cc(Cl)c(Cl)cc1Cl (stereo not drawn)	2.9	63	i	2.6	i	29
O=C(COC(=O)c1ccco1)Nc1ccc2[nH]c(=O)[nH]c2c1	-1.8	51	i	0.2	i	2
ClCc1c2ccccc2cc2ccccc12	1.3	58	i	1.8	i	31
COc1ccc(-c2cc(C(=O)Nc3cc(S(N)(=O)=O)ccc3C)c3ccccc3n2)cc1OC	1.7	54	i	1.3	i	28
CN(C(=O)CSc1cc(Cl)ccc1Cl)C1CCS(=O)(=O)C1 (stereo not drawn)	0.7	74	i	0.9	i	12
CC(=O)Nc1ccc(OCC(O)CNC(C)C)cc1 (stereo not drawn)	-1.4	75	i	5.5	i	65
CC1=NN(C)C(=O)C1Cc1c(F)cccc1Cl (stereo not drawn)	-0.3	57	i	0.2	i	48
CCN(C[C@H]1N[C@@](Cc2ccccc2)(C(=O)OC)[C@H]2C(=O)N(C)C(=O)[C@@H]12)C(=O)COC	-1.4	49	i	0.9	i	2
COc1ccc(-c2csc(NC(=O)CSCC(=O)Nc3cc(C)on3)n2)cc1	0.2	106	i	0.6	i	67
O=C(c1cc(-c2ccccc2)nn1-c1ccccc1)N1CCN(S(=O)(=O)c2c(F)cccc2F)CC1	3.9	58	i	0.2	i	33
O=S(=O)(NCC(c1cccnc1)N1CCN(c2ccc(F)cc2)CC1)c1cc(F)ccc1F (stereo not drawn)	-0.2	55	i	3.2	i	18
Cc1nnc(NC(=O)c2ccc(F)c(S(=O)(=O)N3CCOCC3)c2)s1	-0.5	58	i	0.9	i	37
COc1ccccc1/C=C/C(=O)OCC(=O)N1c2ccccc2CC1C (stereo not drawn)	1.7	64	i	0.6	i	42
CCc1noc(C)c1C(=O)Nc1ccc(F)c(F)c1F	-1.2	48	i	1.0	i	53
Cc1ccc(-n2nc3c(c2NC(=O)c2ccco2)CS(=O)C3)c(C)c1 (stereo not drawn)	2.1	44	i	0.7	i	39
O=C(Cc1cccc([N+](=O)[O-])c1)Nc1ccc(C(=O)N2CCOCC2)cc1	-0.2	41	i	1.4	i	51
CN(C)C(CNC(=O)c1ccc(NS(=O)(=O)c2ccc(F)cc2)cc1)c1ccco1 (stereo not drawn)	1.8	52	i	0.7	i	39
Cc1cnc(C(=O)OCC(=O)N2C(C)CCCC2C)cn1 (stereo not drawn)	-1.4	57	i	0.4	i	38
CCCc1cc(C(=O)N(C)CC(=O)Nc2ccc(OCC)c(OCC)c2)sc1C	2.3	54	i	1.3	i	40
O=C(NC(Cc1cccc(F)c1)C(=O)O)C1CCCCC1 (stereo not drawn)	0.5	63	i	1.0	i	40
O=C(NCc1ccccn1)C1CCN(S(=O)(=O)c2ccccc2F)CC1	-0.4	43	i	0.9	i	4
Cc1ccc(CN2C(=O)C(Cc3ccccc3)Nc3ncnc(N4CCN(c5ccccc5)CC4)c32)cc1 (stereo not drawn)	-1.5	99	i	2.7	i	30
COCCNC(=O)c1c(CSc2ccc(Cl)cc2)noc1C(=O)NCc1ccccc1	-0.2	99	i	1.5	i	58
SMILES	NTR1 ag	NTR1 ag cell count 20 µM	Myeloid diff MLP	Myeloid diff MLP GFP+ MAC1+ %	T cell HTS	T cell HTS vesicle-bound %
CCc1ccc2nc(SCC(=O)N3CCCCC3)c(C#N)cc2c1	6.8	65	i	1.9	i	37
C=CCC[C@@H](Cc1ccc(F)cc1)C(=O)OC[C@@H](NC(=O)[C@H](CC=C)CC(=O)NCCO)C(C)(C)C	-1.1	62	i	0.7	i	17
COc1ccccc1CNC(=O)COC(=O)/C=C/c1ccc2c(c1)OCO2	2.6	67	i	1.1	i	5
O=C(CN1C(=O)NC2(CCCCC2)C1=O)Nc1ccc2c(c1)OCCCO2	-1.7	56	i	0.4	i	40
CC(C)N1CC(COc2ccccc2Cl)OC1=O (stereo not drawn)	0.5	63	i	0.7	i	23
CC1(c2ccccc2Cl)NC(=O)N(CC(=O)N2CCN(S(=O)(=O)c3ccccc3)CC2)C1=O (stereo not drawn)	1.2	68	i	0.5	i	43
O=C(Nc1ccc(Cl)cc1F)c1ccc(-n2cncn2)cc1	1.0	69	i	0.2	i	59
CCc1noc(C)c1C(=O)Nc1cc(S(=O)(=O)N(CC)CC)ccc1N1CCOCC1	0.8	73	i	1.0	i	24
CSc1ccc(C2=CC(=O)C[C@H](c3ccc(F)cc3)C2)cc1	4.1	58	i	0.3	i	22
C[C@@H](NC(=O)Cn1ccc(NC(=O)OCc2ccccc2)nc1=O)c1cccc2ccccc12	3.8	64	i	0.7	i	39
CN(Cc1ccccc1)C(=O)COC(=O)c1ccc[nH]c1=O	0.5	70	i	0.5	i	57
COc1ccc(NC(=O)C(=O)NCC(c2ccco2)N2CCc3ccccc32)cc1 (stereo not drawn)	9.5	65	i	0.8	i	19
COC(=O)C1=C(C)N(Cc2ccccc2)C(=NCCc2cccnc2)N[C@H]1c1ccc(Br)cc1	19	42	+	17*	i	25
Cc1ccc(S(=O)(=O)N2CCC[C@H]2C(=O)OCC(=O)Nc2ccc3c(c2)OCO3)cc1	5.7	73	i	1.5	i	38
COc1ccc(C(C)=O)cc1COC(=O)CSCC(=O)Nc1ccc(C)cc1	2.6	41	i	0.7	i	53
COc1ccccc1C(CNC(=O)C(CCSC)NS(=O)(=O)c1ccccc1F)N1CCCC1 (stereo not drawn)	0.8	65	i	0.6	i	20
Cc1nnc(SCC(=O)Nc2nccs2)n1N	-0.6	54	i	1.5	i	40
Cn1ccnc1SCC(=O)NC1(C#N)CCCCC1	1.3	60	i	0.2	i	31
Cc1oc(-c2cccc(Cl)c2)nc1CN1CCC(C(=O)N2CCN(c3ccccn3)CC2)CC1	3.7	68	i	5.3	i	63
O=c1[nH]c2ccccc2cc1-c1nnn(-c2ccccc2)n1	-2.2	63	i	1.2	i	21
CN(C)c1ccc(O)c2c1CC1CC3[C@@H](N(C)C)C(=O)C(C(N)=O)C(=O)[C@]3(O)C(=O)C1C2=O (stereo partly drawn)	-2.0	47	i	1.8	i	9
CC(C)CN(C(=O)CC(C)c1ccccc1)c1c(N)n(Cc2ccccc2)c(=O)[nH]c1=O (stereo not drawn)	0.0	46	i	0.5	i	47
CCCCn1c(N)c(N(CCOC)C(=O)c2ccc(N(C)S(=O)(=O)c3ccc(C)cc3)cc2)c(=O)[nH]c1=O	1.1	67	i	0.5	i	48
COCCNC(=O)c1cc(S(=O)(=O)N2CCCCC2)ccc1N1CCOCC1	-1.3	44	i	1.3	i	39
CCOC(=O)c1c(C)[nH]c(C)c1C(=O)COC(=O)/C=C/c1ccccc1[N+](=O)[O-]	4.8	63	+	1.6*	i	33
SMILES	NTR1 ag	NTR1 ag cell count 20 µM	Myeloid diff MLP	Myeloid diff MLP GFP+ MAC1+ %	T cell HTS	T cell HTS vesicle-bound %
COc1ccc(C(CNC(=O)c2cc(S(=O)(=O)NCc3ccco3)ccc2C)N(C)C)cc1 (stereo not drawn)	-1.4	59	i	0.8	i	39
COc1ccc(OC)c(NC(=O)CSc2nnc(C3CCCCC3)n2N)c1	0.8	67	i	0.7	i	47
COc1cccc(CNC(=O)C(=O)NCCC2CCCCN2S(=O)(=O)c2cccs2)c1 (stereo not drawn)	1.3	64	i	0.5	i	37
CCN(CC)S(=O)(=O)c1cc(NC(=O)CNc2cccc(S(=O)(=O)N3CCCC3)c2)ccc1C	2.3	59	i	1.6	i	60
CN(C)S(=O)(=O)c1ccc(N2CCCC2)c(C(=O)NNC(=O)COc2cccc(F)c2)c1	-2.5	61	i	0.7	i	25
CCOc1ccc(OCCC(=O)OCC(=O)Nc2cc(C)nn2-c2ccccc2)cc1	-1.5	59	i	0.5	i	61
C=CCn1c(C)cc(C(=O)COC(=O)C2CC(=O)N(CCc3ccc(OC)c(OC)c3)C2)c1C (stereo not drawn)	3.5	51	i	1.2	i	27
COc1ccc(NC(=O)Nc2cccc3c2O[C@H](CN(C)S(C)(=O)=O)[C@@H](C)CN([C@H](C)CO)C3=O)cc1	0.6	44	i	0.7	i	8
CC(NC(=O)C1CCN(C(=O)c2cccs2)CC1)c1ccc(S(N)(=O)=O)cc1 (stereo not drawn)	0.1	87	i	0.6	i	18
O=C(COC(=O)c1ccc(O)cc1O)N=c1sccn1Cc1ccccc1Cl	0.5	19	i	0.8	i	27
CC(=O)c1ccc(S(=O)(=O)N2CCn3cccc3C2C)cc1 (stereo not drawn)	-0.6	92	i	0.9	i	33
COc1ccc(S(N)(=O)=O)cc1C(=O)OCC(=O)Nc1ncc(Cl)c(C)c1Cl	0.3	54	i	0.8	i	36
CCSc1nc2c(c(=O)n(C)c(=O)n2C)n1Cc1ccc(Cl)cc1	8.9	49	i	1.1	i	11
O=C(COC(=O)c1ccc(Br)o1)Nc1ccc2c(c1)OCCO2	-1.4	56	i	0.8	i	51
COc1ccccc1N1CCN(C(=O)CCNC(=O)c2ccco2)CC1	-0.9	67	i	0.2	i	40
CC(C)[C@H](N)c1cn([C@@H](CO)C(=O)N2CCNCC2)nn1	1.0	55	i	1.3	i	29
CN(Cc1cccc(F)c1)C(=O)c1ccc(S(=O)(=O)N2CCOCC2)cc1	1.4	56	i	1.8	i	68
CC(NC(=O)CCNC(=O)c1ccco1)c1ccccc1 (stereo not drawn)	1.1	64	i	0.5	i	46
O=C(CN1C(=O)NC2(CCCCCCC2)C1=O)NCc1ccc(Cl)cc1	4.2	71	i	0.4	i	37
Cc1noc(C)c1C(=O)OCC(=O)Nc1ccccc1SCC#N	-3.1	72	+	2.2*	i	9
CCN(CC)CCCn1c2c(c(SCC(=O)Nc3nc(C)cs3)nc1=O)CCC2	1.1	62	i	0.5	i	40
CCN(C[C@H]1N[C@@](CC)(C(=O)OC)[C@H]2C(=O)N(Cc3ccccc3)C(=O)[C@@H]12)S(=O)(=O)c1ccc(F)cc1	0.3	74	i	0.1	i	8
N#CCCNS(=O)(=O)c1ccc(C(=O)OCC(=O)Nc2ccc3c(c2)OCO3)cc1	5.3	69	i	1.1	i	41
CN(CC(=O)Nc1ccc(F)cc1[N+](=O)[O-])C1CCS(=O)(=O)C1 (stereo not drawn)	-1.1	56	i	0.6	i	54
COC(=O)[C@@]12CCCN1[C@H](c1ccc(-c3ccc(Cl)c(Cl)c3)cc1)[C@H]1C(=O)N(C)C(=O)[C@H]12	2.7	104	i	3.0	i	18
CCN[C@H]1CN(CCCOC)S(=O)(=O)c2sc(S(N)(=O)=O)cc21	-0.2	59	i	1.7	i	22
CCN1CCn2c3c(c4cc(Br)ccc42)CCCC31 (stereo not drawn)	7.0	48	i	3.4	i	47
Cn1nc(C(=O)NC2CCCC2)c2ccccc2c1=O	-0.6	68	i	1.4	i	32
Cc1cc(C)nc(SCC(=O)NC2CCCCC2C)n1 (stereo not drawn)	-0.1	63	i	0.9	i	35

Not a retest: 13 of the compounds above.
SMILES	NTR1 ag	NTR1 ag cell count 20 µM	Myeloid diff MLP	Myeloid diff MLP GFP+ MAC1+ %	T cell HTS	T cell HTS vesicle-bound %
CN(Cc1cccc(F)c1)C(=O)c1ccc(S(=O)(=O)N2CCOCC2)cc1	1.4	56	i	1.8	i	68
CC(NC(=O)CCNC(=O)c1ccco1)c1ccccc1 (stereo not drawn)	1.1	64	i	0.5	i	46
O=C(CN1C(=O)NC2(CCCCCCC2)C1=O)NCc1ccc(Cl)cc1	4.2	71	i	0.4	i	37
Cc1noc(C)c1C(=O)OCC(=O)Nc1ccccc1SCC#N	-3.1	72	+	2.2*	i	9
CCN(CC)CCCn1c2c(c(SCC(=O)Nc3nc(C)cs3)nc1=O)CCC2	1.1	62	i	0.5	i	40
CCN(C[C@H]1N[C@@](CC)(C(=O)OC)[C@H]2C(=O)N(Cc3ccccc3)C(=O)[C@@H]12)S(=O)(=O)c1ccc(F)cc1	0.3	74	i	0.1	i	8
N#CCCNS(=O)(=O)c1ccc(C(=O)OCC(=O)Nc2ccc3c(c2)OCO3)cc1	5.3	69	i	1.1	i	41
CN(CC(=O)Nc1ccc(F)cc1[N+](=O)[O-])C1CCS(=O)(=O)C1 (stereo not drawn)	-1.1	56	i	0.6	i	54
COC(=O)[C@@]12CCCN1[C@H](c1ccc(-c3ccc(Cl)c(Cl)c3)cc1)[C@H]1C(=O)N(C)C(=O)[C@H]12	2.7	104	i	3.0	i	18
CCN[C@H]1CN(CCCOC)S(=O)(=O)c2sc(S(N)(=O)=O)cc21	-0.2	59	i	1.7	i	22
CCN1CCn2c3c(c4cc(Br)ccc42)CCCC31 (stereo not drawn)	7.0	48	i	3.4	i	47
Cn1nc(C(=O)NC2CCCC2)c2ccccc2c1=O	-0.6	68	i	1.4	i	32
Cc1cc(C)nc(SCC(=O)NC2CCCCC2C)n1 (stereo not drawn)	-0.1	63	i	0.9	i	35

Screening results (PubChem BioAssay)

This is a subset; the hit share may differ from the screen's.
